Assay outcomes (PubChem)
Growth percent in the NCI-60 one-dose screen (48 h, 10 µM unless noted): 100 = growth as untreated, 0 = no growth, -100 = all killed.
NCI-H322M – NCI-H322M lung cancer. hit rate 2.7% among 80,000
COLO 205 – COLO 205 colon cancer; hit rate 7.3% among 79,000; AID 1794742
HCT-116 – HCT-116 colon cancer | hit rate 7.3% among 82,000
SNB-75 – SNB-75 CNS cancer; hit rate 5% among 79,000
HT29 – HT29 colon cancer | hit rate 7.4% among 81,000 | AID 1794748
SW-620 – SW-620 colon cancer. hit rate 5.2% among 82,000
HCT-15 – HCT-15 colon cancer; hit rate 5.2% among 82,000; AID 1794746
KM12 – KM12 colon cancer cells; hit rate 5% among 82,000
HCC-2998 – HCC-2998 colon cancer; hit rate 4.7% among 79,000
* hit, by the source's call; / = no result given; & = joins results of further samples. How the source made its calls: active means growth percent below 10; inactive means the rest.

| item | SMILES | NCI-H322M | COLO 205 | HCT-116 | SNB-75 | HT29 | SW-620 | HCT-15 | KM12 | HCC-2998 |
| --- | --- | --- | --- | --- | --- | --- | --- | --- | --- | --- |
| 1 | COc1ccc(N=Cc2c(-c3ccc(S(C)(=O)=O)cc3)nc3ccccn23)cc1 | 91 | 114 | 98 | 104 | 101 | 103 | 45 | / | 106 |
| 2 | Fc1ccc2nc(Cl)c(Cn3nnnc3Cc3ccccc3)cc2c1 | / | 95 | 76 | 68 | 100 | 87 | 86 | 86 | 93 |
| 3 | Nc1nc(=S)c2ncn(C3OC(COC(=O)c4ccc(Cl)cc4)C(OC(=O)c4ccc(Cl)cc4)C3OC(=O)c3ccc(Cl)cc3)c2[nH]1 (configuration not stated) | 98 | 123 | 76 | 77 | 88 | 100 | 95 | 84 | / |
| 4 | O=C(O)c1cccc2c1Cc1cc(Cl)ccc1-2 | 122 | 106 | 110 | 109 | 103 | 105 | 105 | 107 | 107 |
| 5 | Nc1nc(SCc2ccccc2)c2ncn(CCO)c2n1 | 99 | 110 | 104 | 84 | 114 | 105 | 103 | 110 | 100 |
| 6 | CCc1nc(Cl)nc(Cl)n1 | 138 | 111 | 111 | 93 | 96 | 107 | 100 | 104 | 115 |
| 7 | Cc1c(Cl)ccc2c(C(=O)O)cc(-c3ccccc3)nc12 | 91 | 95 | 92 | 83 | 112 | 94 | 93 | 97 | 96 |
| 8 | COc1ccc2ccccc2c1Cc1ccc(N(C)C)cc1Cl | 97 | 105 | 91 | / | 95 | 99 | 102 | 98 | 107 |

| item | SMILES | NCI-H322M | COLO 205 | HCT-116 | SNB-75 | HT29 | SW-620 | HCT-15 | KM12 | HCC-2998 |
| --- | --- | --- | --- | --- | --- | --- | --- | --- | --- | --- |
| 9 | N#CC1=C(N)Oc2c(ccc3ccccc23)C1c1c[nH]c2ccccc12 (configuration not stated) | 94 | 109 | 92 | 58 | 108 | 99 | 95 | 100 | 103 |
| 10 | COc1ccc(-c2cc(NC(=O)Nc3ccccn3)no2)cc1 | 97 | 123 | 102 | 56 | 92 | 105 | 94 | 97 | 105 |
| 11 | COc1ccc2c(c1)O/C(=C\c1cccc(OCC(=O)c3ccc([N+](=O)[O-])cc3)c1)C2=O | 101 | 121 | 74 | 70 | 117 | 109 | 99 | 101 | 53 |
| 12 | O=C1NC(c2ccc(Cl)cc2)N=C2C(c3ccc(Cl)cc3)=NOC12 (configuration not stated) | 109 | 93 | 76 | 77 | 95 | 37 | 76 | 78 | 98 |
| 13 | CC(=O)N1c2c(C(=O)N3CCCCC3)cnn2CC1c1ccccc1 (configuration not stated) | 81 | 120 | 95 | 105 | 105 | 96 | 105 | 100 | 96 |
| 14 | O=C(Cc1ccccc1)Nc1nnc(NC2CCN(c3nnc(NC(=O)Cc4ccccc4)s3)CC2)s1 | 35 | 90 | 89 | 106 | 94 | 100 | 99 | 59 | 101 |
| 15 | O=C(/C=C/c1ccncc1F)c1ccc(N2CCNCC2)cc1 | 96 | 112 | 74 | 89 | 86 | 106 | 111 | 105 | 101 |
| 16 | COc1ccc(Nc2n[nH]c(-c3cccs3)c2C#N)cc1 | 94 | 107 | 95 | 89 | 107 | 83 | 95 | 73 | 81 |

Whole records as entered above. Screens in order: NCI-H322M, COLO 205, HCT-116, SNB-75, HT29, SW-620, HCT-15, KM12, HCC-2998
COc1ccc(Nc2n[nH]c(-c3cccs3)c2C#N)cc1 across the screens: 94, 107, 95, 89, 107, 83, 95, 73, 81
O=C1NC(c2ccc(Cl)cc2)N=C2C(c3ccc(Cl)cc3)=NOC12 (configuration not stated) across the screens: 109, 93, 76, 77, 95, 37, 76, 78, 98
COc1ccc2ccccc2c1Cc1ccc(N(C)C)cc1Cl across the screens: 97, 105, 91, /, 95, 99, 102, 98, 107
CCc1nc(Cl)nc(Cl)n1 across the screens: 138, 111, 111, 93, 96, 107, 100, 104, 115
COc1ccc(-c2cc(NC(=O)Nc3ccccn3)no2)cc1 across the screens: 97, 123, 102, 56, 92, 105, 94, 97, 105

A draw from above in order of number of heavy atoms, high to low.
| item | SMILES | NCI-H322M | COLO 205 | HCT-116 | SNB-75 | HT29 | SW-620 | HCT-15 | KM12 | HCC-2998 |
| --- | --- | --- | --- | --- | --- | --- | --- | --- | --- | --- |
| 11 | COc1ccc2c(c1)O/C(=C\c1cccc(OCC(=O)c3ccc([N+](=O)[O-])cc3)c1)C2=O | 101 | 121 | 74 | 70 | 117 | 109 | 99 | 101 | 53 |
| 12 | O=C1NC(c2ccc(Cl)cc2)N=C2C(c3ccc(Cl)cc3)=NOC12 (configuration not stated) | 109 | 93 | 76 | 77 | 95 | 37 | 76 | 78 | 98 |
| 15 | O=C(/C=C/c1ccncc1F)c1ccc(N2CCNCC2)cc1 | 96 | 112 | 74 | 89 | 86 | 106 | 111 | 105 | 101 |

(more compounds)
| item | SMILES | NCI-H322M | COLO 205 | HCT-116 | SNB-75 | HT29 | SW-620 | HCT-15 | KM12 | HCC-2998 |
| --- | --- | --- | --- | --- | --- | --- | --- | --- | --- | --- |
| 17 | COc1ccc(C(=O)CC(C(=O)O)c2ccc(OC)c(OC)c2)cc1OC (configuration not stated) | 118 | 107 | 119 | 77 | 107 | 111 | 103 | 107 | 110 |
| 18 | Fc1cccc(-c2ncc(-c3ccccc3)o2)c1 | 105 | 112 | 104 | 91 | 102 | 103 | 103 | 102 | 99 |
| 19 | COc1cccc(/C(C)=C(\C)C2CC2CCNS(=O)(=O)c2ccc(C)cc2)c1 (configuration not stated) | 94 | 110 | 86 | 103 | 93 | 92 | 90 | 82 | 116 |
| 20 | ClC1CCC(c2ccccc2)CC1 (configuration not stated) | 107 | 104 | 112 | 87 | 98 | 95 | 109 | 102 | 107 |
| 21 | Nc1ncnc2c1N=C(c1ccccc1)CC(c1sc(Cl)nc1Cl)N2 (configuration not stated) | 99 | 108 | 93 | 80 | 89 | 100 | 99 | 104 | 101 |
| 22 | O=c1[nH]nc(-c2ccc(Cl)c(Cl)c2)cc1Cc1ccccc1[N+](=O)[O-] | 102 | 111 | 103 | 74 | 114 | 104 | 104 | 103 | 101 |
| 23 | COc1ccc(Nc2nc3n(c(=O)c2C#N)-c2ccccc2Sc2ccccc2-3)cc1 | 91 | 84 | 79 | 65 | 75 | 95 | 65 | 95 | 103 |
| 24 | C/C(=N/NC(N)=S)c1sc(Nc2ccc(F)cc2)nc1C | 80 | 106 | 82 | 101 | 83 | 87 | 68 | 105 | 129 |

| item | SMILES | NCI-H322M | COLO 205 | HCT-116 | SNB-75 | HT29 | SW-620 | HCT-15 | KM12 | HCC-2998 |
| --- | --- | --- | --- | --- | --- | --- | --- | --- | --- | --- |
| 25 | Cc1[nH]c(C(=O)Nc2ccc(C(N)=O)cc2OCCN2CCOCC2)c(Cl)c1Cl | 100 | 111 | 102 | 104 | 105 | 108 | 106 | 101 | 101 |
| 26 | COc1ccc(-c2nc(-c3nc4ccc(F)cc4[nH]3)c3ccccn23)cc1 | 66 | 84 | 73 | 69 | 35 | 79 | 68 | / | 89 |
| 27 | CC1(CCCC(=O)O)Nc2ccccc2-c2nc(=O)c(-c3ccc(F)cc3)nn21 (configuration not stated) | 101 | 107 | 102 | 83 | 105 | 96 | 111 | 106 | 110 |
| 28 | CC12CC3OC3CC1CCC1C2CCC2(C)C1CCC21OCCO1 (configuration not stated) | 114 | / | / | 84 | 99 | 101 | 111 | 112 | 96 |
| 29 | CCCC1(C)COC(c2ccc(OC)cc2)OC1 (configuration not stated) | 98 | 94 | 97 | 88 | 105 | 93 | 102 | 98 | 98 |
| 30 | CC(=O)Nc1cc2c(cc1Br)-c1ccc(F)cc1C2 | 68 | 95 | 105 | 66 | 104 | 96 | 106 | 98 | 84 |
| 31 | O=C(Nc1c(Cl)cccc1Cl)Oc1cccnc1 | 93 | / | 102 | 104 | 103 | 105 | 100 | 92 | 99 |
| 32 | NC(=O)c1ccccc1C(N)=O | 119 | / | 108 | 97 | 112 | 109 | 118 | 124 | 117 |

Gathered by group: the compounds so far containing a nitro group on carbon.
| item | SMILES | NCI-H322M | COLO 205 | HCT-116 | SNB-75 | HT29 | SW-620 | HCT-15 | KM12 | HCC-2998 |
| --- | --- | --- | --- | --- | --- | --- | --- | --- | --- | --- |
| 11 | COc1ccc2c(c1)O/C(=C\c1cccc(OCC(=O)c3ccc([N+](=O)[O-])cc3)c1)C2=O | 101 | 121 | 74 | 70 | 117 | 109 | 99 | 101 | 53 |
| 22 | O=c1[nH]nc(-c2ccc(Cl)c(Cl)c2)cc1Cc1ccccc1[N+](=O)[O-] | 102 | 111 | 103 | 74 | 114 | 104 | 104 | 103 | 101 |

(cont.)
No.	SMILES	NCI-H322M	COLO 205	HCT-116	SNB-75	HT29	SW-620	HCT-15	KM12	HCC-2998
33	COc1ccc(-n2ccnc2SCC(=O)Nc2cc(C)ccc2C)c(OC)c1	98	100	74	80	80	91	57	79	100
34	C/C(=N\N1C(=O)c2ccccc2NC1c1ccc(N(C)C)cc1)c1c(O)cc(C)oc1=O (configuration not stated)	93	116	107	101	100	102	102	100	102
35	C=CCOC1=C(c2ccccc2)C(C2CC2)N(Cc2ccc(OC)cc2OC)C1=O (configuration not stated)	94	/	88	96	100	99	95	99	103
36	CCCOC(=O)Nc1nc2ccc(SCC(C)C)cc2s1	44	12	35	29	16	34	27	39	77
37	Brc1ccc2[nH]cc(-c3nonc3-c3c[nH]c4ccccc34)c2c1	31	36	37	46	11	60	19	16	21
38	COc1cc([C@@H]2c3cc4c(cc3C(O[C@@H]3O[C@@H]5CO[C@@H](c6cccs6)OC5[C@H](O)[C@H]3O)C3COC(=O)[C@@H]32)OCO4)cc(OC)c1O (some centres not stated)	7.8*	-24*	-57*	-37*	-25*	-8.9*	5.5*	-46*	-76*
39	COc1cc2cc3c(nc2cc1OC)CCN3Cc1ccc(NC(=O)Nc2ccc(Cl)c(C(F)(F)F)c2)cc1	87	84	58	63	75	99	72	91	90
40	O=C1C=C(c2ccccc2)SC2c3cccn3CCN12 (configuration not stated)	103	121	99	94	114	114	94	91	114
41	Cn1cc(-c2nc(N)nnc2-c2ccccn2)c2ccccc21	92	113	94	86	107	98	100	104	99
42	O=C(OCCOC(=O)n1c2ccccc2c2ccccc21)n1c2ccccc2c2ccccc21	98	109	99	90	92	97	78	96	97
43	O=C(Oc1cccc2ccccc12)N1CCN(C(=O)Oc2cccc3ccccc23)CC1	101	109	107	95	100	95	98	104	105
44	CN(Cc1ccccc1)Cc1ccc2ccc(=O)[nH]c2c1O	104	106	84	81	76	105	99	110	101
45	O=c1[nH]c2nc(S(=O)(=O)O)nc(S(=O)(=O)O)c2[nH]1	109	108	98	89	102	114	108	111	112
46	CC(C)(C)NC(=O)c1ccc(C(=O)NC(C)(C)C)cc1	137	143	111	89	102	132	103	108	116
47	COc1c(F)cccc1/C=C/C(=O)/C=C(/C=C/c1cccc(F)c1OC)OB(F)F	98	129	97	104	114	105	98	105	122
48	COc1ccc(C(=O)/C=C/c2ccccc2)cc1S(N)(=O)=O	71	98	13	87	64	26	44	38	95
49	CS(=O)(=O)c1ccc(-c2[nH]c3ccc(F)cc3c2/C=N/O)cc1	90	/	88	69	94	110	98	101	110
50	C[C@@H](O)CC(C)(C)O	107	115	105	93	99	111	102	111	106
51	CSc1nc2ncc([N+](=O)[O-])c(=O)n2[nH]1	110	119	105	93	107	101	105	103	107
52	CCOC(=O)C1=C(C)NC(C)=C(C(=O)OCC)C1c1ccc(OC)c(OC)c1	91	106	89	75	105	101	96	97	102
53	COc1ccc(C(=O)CCN(C)C)cc1	83	113	103	97	113	115	90	106	109
54	Cc1nc2sc(C(=O)Nc3ccc(Cl)cc3)c(N)c2cc1C(O)c1ccccc1 (configuration not stated)	58	30	26	27	25	25	29	22	62
55	CCOC(=O)CCCCNC1(c2ccc(F)cc2)C2CC3CC(C2)CC1C3 (configuration not stated)	106	103	75	92	85	104	93	108	108
56	COc1ccc(/C=C2/CCc3cc4ccc(OC)cc4[o+]c32)c(O)c1	85	84	-64*	91	30	12	4.4*	45	64
57	CN(C)c1ccc(C(=C2C=CC(=[N+](C)C)C=C2)c2ccc(N(C)C)cc2)cc1	-42*	-84*	-83*	-50*	-20*	-67*	-19*	-96*	-92*
58	CNC(C(=O)O)c1ccccc1 (configuration not stated)	100&97	103&106	103&105	93&97	109&102	102&111	110&107	98&104	107&105
59	COc1ccc(-c2c[nH]c(C(=O)O)c2-c2cc(OC)cc(OC)c2)cc1	96	104	96	87	96	107	102	98	98
